Compound activity as filed in PubChem BioAssay.
IL2 activator: qHTS of IL-2 Activators | IL-2 activation reporter assay, cell-based qHTS; stimulated with anti-CD3/CD4/CD28 beads; in transgenic mouse T cells | activation, % (series mostly up to about 46 µM) | 360,000 compounds, 0.065% hits; in the data active = activation above about 50%; inconclusive = mostly about 30% to 49%; note: 0% is about no effect
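Unstimulated transgenic mouse T cells, 750 per well, received compound and, after 60 minutes, anti-CD3/anti-CD4 bead plus anti-CD28 stimulation. EGFP and DsRed were quantified after 18 hours.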
DRD3 antagonist: qHTS of D3 Dopamine Receptor Antagonist: qHTS. D(3) dopamine receptor (Homo sapiens), P35462. D3R cells, DiscoveRx beta-arrestin luminescence, antagonist mode; stronger effect = lower value. max response, negative = inhibition, %. 360,000 compounds, 2.5% hits. AID 652054, 2013; in the data active = max response below about -50%; inconclusive = no clear call, values can overlap the other calls; note: % is set by controls: 0 for no effect and ±100 for the full control effect; mostly tested at two doses, the higher about 12 µM
Target sequence (P35462 whole entry, looked up): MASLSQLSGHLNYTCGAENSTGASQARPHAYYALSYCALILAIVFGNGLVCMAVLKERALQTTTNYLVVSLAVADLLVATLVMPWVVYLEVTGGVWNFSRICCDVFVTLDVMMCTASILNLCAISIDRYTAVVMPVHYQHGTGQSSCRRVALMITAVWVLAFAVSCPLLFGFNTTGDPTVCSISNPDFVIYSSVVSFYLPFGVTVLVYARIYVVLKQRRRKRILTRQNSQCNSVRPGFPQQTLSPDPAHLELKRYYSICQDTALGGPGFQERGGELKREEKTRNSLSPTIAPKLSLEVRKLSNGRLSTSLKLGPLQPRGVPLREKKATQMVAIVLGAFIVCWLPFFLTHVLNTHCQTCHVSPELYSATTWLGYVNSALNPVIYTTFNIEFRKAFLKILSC
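Cells plated overnight at 1500 cells/well, then exposed to library compounds with dopamine controls for 90 minutes at 37 degrees C. DiscoveRx reagent added for 30–60 minutes at room temperature; luminescence read, quantitative HTS format.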
D3 ag: qHTS of D3 Dopamine Receptor Agonist: qHTS. D3R DiscoveRx beta-arrestin cells, luminescence, 90 min. max activation, %. 410,000 compounds, 0.58% hits. AID 652048, 2013; in the data active = max activation above about 30%; note: 0% is about no effect; mostly tested at two doses, the higher about 12 µM
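Agonist mode: compounds and dopamine controls were applied to plated cells for 90 min at 37 degrees C after an overnight attachment at 1500 cells/well. Luminescent read-out followed 30 - 60 minutes at room temperature with DiscoveRx detection reagent.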
PLK1 PBD inh: qHTS for Inhibitors of PLK1-PDB (polo-like kinase 1 - polo-box domain): Primary Screen; Potency, µM, for the others: max response, negative = inhibition, usual class: inhibitors; Serine/threonine-protein kinase PLK1 (Homo sapiens), P53350; 360,000 compounds, 2.8% hits; AID 720504, 2013; Plk1 PBD binding of FITC phosphopeptide, fluorescence polarization; note: potency is the fitted concentration of half-maximal effect; series mostly up to about 57 µM; % is set by controls: 0 for no effect and ±100 for the full control effect; nearly all actives have a fitted effect of over 65% in size
Target sequence (P53350 whole entry, looked up, the tested form may be a part): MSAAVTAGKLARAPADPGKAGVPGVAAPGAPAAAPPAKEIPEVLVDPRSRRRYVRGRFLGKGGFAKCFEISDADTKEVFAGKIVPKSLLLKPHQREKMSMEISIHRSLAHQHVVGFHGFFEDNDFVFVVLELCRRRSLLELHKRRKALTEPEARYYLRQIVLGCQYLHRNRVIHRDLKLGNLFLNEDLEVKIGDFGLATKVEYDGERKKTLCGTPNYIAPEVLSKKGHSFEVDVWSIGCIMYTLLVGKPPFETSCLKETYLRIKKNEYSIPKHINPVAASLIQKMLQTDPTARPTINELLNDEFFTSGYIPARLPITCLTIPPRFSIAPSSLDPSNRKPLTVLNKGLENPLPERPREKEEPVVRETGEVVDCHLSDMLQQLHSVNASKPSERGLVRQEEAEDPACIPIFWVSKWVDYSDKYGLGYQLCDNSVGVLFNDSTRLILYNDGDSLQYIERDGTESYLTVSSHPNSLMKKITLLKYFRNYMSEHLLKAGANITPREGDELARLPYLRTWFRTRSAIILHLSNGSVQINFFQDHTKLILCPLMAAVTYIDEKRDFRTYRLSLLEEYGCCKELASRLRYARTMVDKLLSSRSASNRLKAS
GLP1R inv ag: qHTS of GLP-1 Receptor Inverse Agonists (Inhibition Mode); Glucagon-like peptide 1 receptor (Homo sapiens), P43220; Potency, µM (top dose mostly 38.3 µM), for the others: top-dose activity change, negative = inhibition, most hits filed as inhibitors; HEK293 GLP-1R CRE-luciferase, luminescence, 24 h; GLP-1R form is constitutively active; 410,000 compounds, 1.6% hits; AID 624417, 2012; note: potency is the fitted concentration of half-maximal effect; % is set by controls: 0 for no effect and ±100 for the full control effect; nearly all actives have a fitted effect of over 55% in size
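Using stably transfected HEK293 (constitutively active GLP-1R, cAMP-luciferase reporter), compounds were incubated 24 hr and luciferase measured by luminescence.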
PI5P4Ka inh: qHTS for Inhibitors of phosphatidylinositol 5-phosphate 4-kinase (PI5P4K); 330,000 compounds, 1.2% hits; max response, %; AID 652105, 2013; Phosphatidylinositol 5-phosphate 4-kinase type-2 alpha (Homo sapiens), P48426; PI5P4Kalpha enzyme, ADP-Glo luminescence, 60 min; stronger effect = lower value; active = max response of -50% or lower; inconclusive = between -30% and -50%; inactive = -30% or higher; note: value at the top dose of about 77 µM; % is set by controls: 0 for no effect and ±100 for the full control effect
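Controls without substrate or without enzyme flank wells where PI5P4Kalpha converts substrate using 5 microM ATP (final). Incubation lasts 60 minutes at room temperature; ADP formed is read by ADP-Glo luminescence.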
HEK293 tox: qHTS of GLP-1 Receptor Inverse Agonists: Cytotox Screen. HEK293 cAMP-luciferase reporter cells, luminescence, 24 h. Potency, µM (titrated, usually from 38.3 µM), for the others: at the highest dose activity change, negative = inhibition, most hits filed as inhibitors. 410,000 compounds, 0.13% hits;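 note: loss of luciferase light is scored as toxicity; potency is the fitted concentration of half-maximal effect; % is set by controls: 0 for no effect and ±100 for the full control effect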
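Seeding density was 200 cells/uL; after overnight-length (12 h) culture, 23 nL compounds went on for 24 h at 37 °C. Readout used a luciferase detection reagent, luminescence taken after 12 min at room temperature.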
WRN helicase inh: qHTS for Inhibitors of WRN Helicase. Bifunctional 3'-5' exonuclease/ATP-dependent helicase WRN (Homo sapiens), Q14191. WRN helicase unwinding, fluorescent forked duplex, kinetic. Potency, µM (doses to about 114 µM), for the others: at the highest dose activity change, negative = inhibition, usual class: inhibitors. 360,000 compounds, 0.46% hits. AID 651768, 2012; note: potency is the fitted concentration of half-maximal effect; % is set by controls: 0 for no effect and ±100 for the full control effect; nearly all actives have a fitted effect of over 55% in size
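Enzyme (20 nM final) and test compound sit together 15 min at room temperature before substrate addition. Substrate is a single-forked duplex oligonucleotide (100 nM) labelled with fluorophore and quencher, with 2 mM ATP; helicase unwinding raises red fluorescence, read kinetically.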
GLP-1R agonist: qHTS of GLP-1 Receptor Agonists. Glucagon-like peptide 1 receptor (Homo sapiens), P43220. 380,000 compounds, 0.007% hits. HEK293 GLP-1R CRE-luciferase, luminescence, 4-6 h; cells express a hypersensitive GLP-1R form. Potency, µM (doses to about 45.6 µM), for inactives: at the highest dose activation, most hits filed as activators; note: potency is the fitted concentration of half-maximal effect; % of control where 0% means no effect
Numbers without * were called inactive; ? = inconclusive; . = no result given; & = joins results of further samples; [ ] = dose if it differs, or a comment. Unless noted, calls come from the whole dose curve; as a rule, active = well fitted curve in the direction sought with a large enough effect; inconclusive = small, poorly fitted or top-dose-only effect, or another doubt; inactive = no such curve, though single readings can be large; an effect the other way counts as inactive or inconclusive.

SMILES	IL2 activator	DRD3 antagonist	D3 ag	PLK1 PBD inh	GLP1R inv ag	PI5P4Ka inh	HEK293 tox	WRN helicase inh	GLP-1R agonist
COC(=O)c1ccccc1C(=O)N1CCCC(CCC(=O)NCc2ccc(F)c(F)c2)C1 (stereo not given)	-2.4	14	13	-4%	5%	-8	-5%	-9%	23%
COc1cccc(CNC(=O)CCC2CCCN(C(=O)CCc3c(C)noc3C)C2)c1 (stereo not given)	-0.8	0	5	7%	4%	2	-7%	-5%[57.1 µM]	0%
CCCCCCCCCCCCCCCCn1cc[n+](CC(C)=O)c1	-1.0	-24	3	-20%	4.5µM*	?	?	-9%	-1%
CCOc1cc(C(=O)Nc2ccc(N3CCN(C(C)=O)CC3)cc2)cc(OCC)c1OCC	0.1	8	12	6%	-8%	-2	-16%	5%	-2%
O=C(CCC(=O)c1cccs1)NCc1ccc(Cl)cc1	-0.3	1	3	-12%	-21%	-8	-15%	5%	-3%
COCCNC(=O)C1(C)Cc2c(-c3cccc(C(N)=O)c3)ccnc2O1 (stereo not given)	0.2	11	6	2%	2%	7	-10%	7%	-4%
COCCCNC(=O)CSC1=Nc2ccccc2C2=NC(c3ccccc3)C(=O)N12 (stereo not given)	0.2	-25	-8	?	16%	1	-30%	5%	1%
COc1ccc(N2CCN(Cc3cc(=O)oc4ccc(C)cc34)CC2)cc1	7.5	33	-1	-3%	0%	.	-40%	-2%	8%
COc1ccc(OCc2cc(=O)[nH]c3ccccc23)cc1	-0.7	10	2	6%	18%	-1	-5%	8%	2%
COc1cccc(CN2CCNC(=O)C2CC(=O)NC2CCCCCCC2)c1 (stereo not given)	-1.1	-7	-1	-16%	?	-17	-1%	-11%	-4%
CN(C(=O)CS(=O)(=O)c1cccc(Cl)c1)c1ccccc1	-0.8	-12	6	-8%	6%[7.66 µM]	-2	11%[7.66 µM]	0%	5%
N#Cc1ccc(C(=O)Nc2cc(S(=O)(=O)N3CCOCC3)ccc2N2CCCC2)cc1	-3.9	-14	-15	-2%	7%	-6	-9%	-10%	-33%[inhibitor]
CCN(CC(=O)Nc1ccc(NC(C)=O)cc1)C(=O)c1ccc(N2C(=O)c3ccccc3C2=O)cc1	0.7	-6	-7	-1%	5%	1	4%	5%	3%
C=CCSc1nc2sc(C)c(C)c2c(=O)n1N	-2.2	13	5	0%	7%	0	6%	-11%	1%
O=C(C1CN(S(=O)(=O)c2ccccc2)CCN1S(=O)(=O)c1ccccc1)N1CCCCCC1 (stereo not given)	-0.2	0	1	1%	1%	-7	-15%	2%	-9%
CC(OC(=O)CNC(=O)c1ccco1)C(=O)Nc1ccc(Cl)cn1 (stereo not given)	-2.6	4	3	-4%	4%	1	10%	12%	1%
Cc1ccccc1C(=O)/C=C1\NC(=O)CS1	0.0	13	-2	-4%	1%	.	-5%	5%	-10%
Cc1ccc(C(=O)NC(=C(Cl)Cl)S(=O)(=O)c2ccccc2)cc1	0.3	-15	-4	-22%	?	0	?	-12%	-3%
Cc1ccc(Oc2cc(C#N)c(C#N)cc2-n2nnc3ccccc32)cc1C	1.1	-26	0	-2%	12%	-5	-5%	6%	2%
CCOc1ccc(S(=O)(=O)c2c(C(=O)c3ccc(C)cc3)cnc3cc4c(cc23)OCCO4)cc1	-0.4	-1	1	-3%	-15%	-2	11%	-33%[57.1 µM]	0%
CCN(CC)S(=O)(=O)c1ccc(N2CCOCC2)c(NC(=O)c2ccc(=O)[nH]c2)c1	0.0	2	26	2%	9%	2	-2%	0%	1%
CN(c1ccccc1)S(=O)(=O)c1cccc(C(=O)OCC(=O)NCc2ccc3c(c2)OCO3)c1	-0.1	-12	-1	-14%	-6%	0	16%	-30%	3%
N/C(=N\OC(=O)c1cccc(Br)c1)c1ccncc1	-1.2	5	5	-9%	18%	1	?	-1%	11%
CCOc1ccccc1Nc1nnc(Cc2ccccc2Cl)c(=O)[nH]1	0.8	-19	7	-4%	1%	0	-15%	8%	-5%
CCC(Sc1ccc2nnc(-c3cccnc3)n2n1)C(=O)OC (stereo not given)	0.6	-1	21	-13%	20%	0	6%	-1%	-6%
The list continues.
SMILES	IL2 activator	DRD3 antagonist	D3 ag	PLK1 PBD inh	GLP1R inv ag	PI5P4Ka inh	HEK293 tox	WRN helicase inh	GLP-1R agonist
CC(=O)Nc1ccc(S(=O)(=O)N(C)CC(=O)Nc2ccccc2N2CCCC2)cc1	-0.9	8	6	-2%	-6%	1	-1%	-1%	21%
O=C(c1ccncc1)N1CCN(c2ccc3ccccc3n2)CC1	-1.9	4	10	-10%	8%	4	-1%	1%	0%
CN(C)S(=O)(=O)c1cccc(COC(=O)c2cnccn2)c1	-0.5	-18	13	-8%	7%	-16	-4%	-5%	1%
COc1ccc(S(=O)(=O)Cc2ccc(C(=O)N3CCC(C(N)=O)CC3)o2)cc1	-1.0	13	-4	-8%	2%	-9	?	9%	4%
CC(=O)NC(CC(C)C)C(=O)NC(=O)NCc1ccccc1 (stereo not given)	-1.2	8	12	-6%	0%	.	-4%	3%	-10%
Cc1ccccc1C(=O)c1cccn1CC(=O)NC(C)c1ccc2c(c1)OCCO2 (stereo not given)	0.4	-10	-7	-4%	?	-7	5%	-5%	6%
O=C(COc1ccc(Cl)cc1)N1CCN(c2ccc([N+](=O)[O-])c(N3CCOCC3)c2)CC1	-1.5	-2	3	-6%	-12%	-8	-12%	-22%	4%
COc1ccc(CNc2nc(-c3ccc(OC)c(OC)c3)cc(C(F)(F)F)n2)cc1	.	.	8	.	?	.	3%	.	5%
Cc1cnc(C(=O)OCC(=O)NC23CC4CC(CC(C4)C2)C3)cn1	-0.1	5	5	-11%	0%	.	-18%	6%	-2%
NS(=O)(=O)c1ccc(N=NN2CCCCC2)cc1	0.2	0	4	-8%	2%	8	-3%	5%	9%
O=S(=O)(Nc1cccc(-c2ccc(N3CCOCC3)nn2)c1)c1ccc(Cl)c(Cl)c1	0.1	-22	-12	-19%	?	-10	-2%	-9%	3%
CCOC(=O)N=S(N)(=O)c1ccccc1 (stereo not given)	-2.8	16	32*	-5%	0%	.	-16%	8%	-4%
CC(=O)c1cccc(NC(=O)c2nc(-c3ccc(C)cc3)n3c2CCCCC3)c1	.	.	2	.	?	.	-1%	.	-4%
Cc1ccc(C)c(OC(=O)c2cccnc2)c1	1.4	-2	-3	-16%	3%	0	0%	-1%	4%
CNCc1c(OCc2ccccc2F)ccc2ccccc12	0.3	?	-10	-3%	?	11	-21%	5%	-1%
COc1ccc(-n2ncc3c2CC(C)(C)CC3NC(=O)CCc2c(C)noc2C)cc1 (stereo not given)	-0.3	1	-3	1%	12%	-9	6%	-14%	0%
C(=N\N(Cc1ccccc1)c1ccccc1)/c1cccnc1	0.5	2	7	-5%	?	10	-2%	1%	10%
CCc1ccc(NC(=O)c2cc(CC(C)C)on2)cc1	0.4	-1	-2	-4%	-22%	-1	-11%	-13%	-1%
Cc1ccc(CCNC(=O)c2ccc(CS(=O)(=O)Cc3ccccc3F)o2)cc1	2.1	49	1&20	-5%	-29%&-3%	.	-5%&-38%	0%	-13%

Of the compounds above, 7 contain a Cl atom.
SMILES	IL2 activator	DRD3 antagonist	D3 ag	PLK1 PBD inh	GLP1R inv ag	PI5P4Ka inh	HEK293 tox	WRN helicase inh	GLP-1R agonist
O=C(CCC(=O)c1cccs1)NCc1ccc(Cl)cc1	-0.3	1	3	-12%	-21%	-8	-15%	5%	-3%
CN(C(=O)CS(=O)(=O)c1cccc(Cl)c1)c1ccccc1	-0.8	-12	6	-8%	6%[7.66 µM]	-2	11%[7.66 µM]	0%	5%
CC(OC(=O)CNC(=O)c1ccco1)C(=O)Nc1ccc(Cl)cn1 (stereo not given)	-2.6	4	3	-4%	4%	1	10%	12%	1%
Cc1ccc(C(=O)NC(=C(Cl)Cl)S(=O)(=O)c2ccccc2)cc1	0.3	-15	-4	-22%	?	0	?	-12%	-3%
CCOc1ccccc1Nc1nnc(Cc2ccccc2Cl)c(=O)[nH]1	0.8	-19	7	-4%	1%	0	-15%	8%	-5%
O=C(COc1ccc(Cl)cc1)N1CCN(c2ccc([N+](=O)[O-])c(N3CCOCC3)c2)CC1	-1.5	-2	3	-6%	-12%	-8	-12%	-22%	4%
O=S(=O)(Nc1cccc(-c2ccc(N3CCOCC3)nn2)c1)c1ccc(Cl)c(Cl)c1	0.1	-22	-12	-19%	?	-10	-2%	-9%	3%

Pulled by compound from the entries so far (two):
SMILES	IL2 activator	DRD3 antagonist	D3 ag	PLK1 PBD inh	GLP1R inv ag	PI5P4Ka inh	HEK293 tox	WRN helicase inh	GLP-1R agonist
CN(C)S(=O)(=O)c1cccc(COC(=O)c2cnccn2)c1	-0.5	-18	13	-8%	7%	-16	-4%	-5%	1%
O=S(=O)(Nc1cccc(-c2ccc(N3CCOCC3)nn2)c1)c1ccc(Cl)c(Cl)c1	0.1	-22	-12	-19%	?	-10	-2%	-9%	3%
